Bioassay records (PubChem BioAssay)
APJ antagonist: antagonists of human apelin receptor APJ, primary screen, CHO-K1 cells, beta-arrestin complementation, luminescence; hit rate 0.32% among 330,000; inhibition, % at 20 µM; P35414;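 active = inhibition above about 40% at 20 µM, limit read from the data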;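 note: cells challenged with 10 nM apelin-13 agonist together with compound; plate controls were apelin-13 plus DMSO wells for no effect and DMSO wells lacking apelin-13 for full effect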
Target sequence (P35414 whole entry, looked up): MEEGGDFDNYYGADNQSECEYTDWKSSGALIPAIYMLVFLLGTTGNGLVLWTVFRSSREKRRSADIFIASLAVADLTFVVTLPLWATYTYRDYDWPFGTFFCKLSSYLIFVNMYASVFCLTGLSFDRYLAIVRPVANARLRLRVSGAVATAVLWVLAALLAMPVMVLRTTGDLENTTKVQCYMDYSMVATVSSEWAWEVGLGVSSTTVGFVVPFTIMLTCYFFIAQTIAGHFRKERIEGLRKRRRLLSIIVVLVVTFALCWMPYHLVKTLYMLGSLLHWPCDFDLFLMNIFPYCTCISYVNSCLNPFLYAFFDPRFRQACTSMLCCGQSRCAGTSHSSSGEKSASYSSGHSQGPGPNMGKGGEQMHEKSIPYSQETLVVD
Jurkat NFkB inh: inhibitors of induced NF-kB luciferase reporter, primary screen, TCR NF-kB activation inhibitor project, cell-based, luminescence, uHTS. Jurkat, PMA/ionomycin-induced NF-kB luciferase reporter. inhibition, % at 4 µM. hit rate 0.53% among 330,000; in the data active = inhibition above about 50%
Mdm2-MdmX inh: inhibitors of human Mdm2-MdmX association, primary screen, cell-based, luminescence, split luciferase, SaOS-2, uHTS; Protein Mdm4 (Homo sapiens) + E3 ubiquitin-protein ligase Mdm2 (Homo sapiens), …; hit rate 3% among 330,000; SaOS-2 split-luciferase Mdm2/MdmX complementation; AID 485346, 2010; inhibition, % at 8 µM;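 active = inhibition of at least 50% at 8 µM in the primary screen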
697 NFkB inh: inhibitors of PMA/ionomycin-induced NF-kB reporter, 697 cells, primary screen, B-cell NF-kB inhibitor project, cell-based, luminescence, uHTS. AID 435022, 2010. inhibition, % at 4 µM. 697 B-cell NF-kB luciferase reporter, 16 h. hit rate 0.33% among 330,000; in the data active = inhibition above about 35%
APJ ag: agonists of human apelin receptor APJ, primary screen, CHO-K1 cells, PathHunter beta-arrestin, luminescence; hit rate 0.11% among 330,000; P35414; activation, % at 20 µM; AID 2520, 2010; 0% DMSO wells, 100% apelin;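 active = activation more than six SD over the plate average, tested at 20 µM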;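 note: 0% = DMSO alone and 100% = apelin-13 at 10 nM; some results filed as inactive read as strong as hits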
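Test system: CHO-K1 APJ beta-arrestin complementation cell line | Compound: Single test compound dose, 20 µM final, 1% DMSO | Incubation: Compound 90 min 25 °C, reagent 1 h | Measured by: beta-gal luminescence | Read-out basis: APJ–arrestin association signal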
UPR XBP1 act: activators of adaptive XBP1 UPR arm, primary screen, cell-based, CHO-XBP1 luciferase reporter, luminescence, uHTS | AID 463104, 2010 | IRE1-XBP1 UPR activation; percent of tunicamycin response, DMSO as zero | hit rate 0.33% among 330,000 | activation, % at 20 µM;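 active = versus positive control, 20 µM dose yields 30% or more activation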;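 note: 100% = tunicamycin at 10 µg/mL and 0% = DMSO only wells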
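Assay system: IRE1-XBP1 luciferase reporter CHO line. Input: 1000 cells/well. Buffer or medium: F12 with 10% serum. Doses: 20 µM, 1% DMSO. Times: overnight seeding at 37 °C, 6 h compound treatment at 37 °C. Technique: Steady-Glo luciferase glow luminescence, 10 min after reagent addition.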
UPR CHOP act: activators of apoptotic CHOP UPR arm, primary screen, cell-based, CHO-CHOP luciferase reporter, luminescence, uHTS; UPR activation; percent of tunicamycin response over DMSO baseline; activation, % at 10 µM; hit rate 0.34% among 330,000; AID 449763, 2010;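 active = at 10 µM dose, activation of 40% or more, normalized to positive control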;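 note: 100% = tunicamycin at 10 µg/mL and 0% = DMSO alone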
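Test system: CHO CHOP reporter cells. Input: 500 CHO-CHOP cells per well. Medium: F12 with 10% FBS. Technique: luciferase luminescence. Measure: percent activation relative to tunicamycin control. Dosing: 10 µM compound, 0.5% DMSO. Timing: 16-18 h cell attachment, then 6 h compound exposure, 37 °C.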
tim23-1 inh: growth inhibitors of tim23-1 mutant yeast, primary screen, luminescence, uHTS; S. cerevisiae tim23-1 growth, BacTiter-Glo luminescence, 24 h; inhibition, % at 20 µM; hit rate 1.3% among 330,000; AID 463212, 2010;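 active = growth inhibition of the mutant yeast at or above 50%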;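 note: temperature-sensitive mutant grown at 25 °C; plate controls were DMSO-treated mutant yeast for no effect and medium wells lacking yeast for full effect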
Active calls of the source: *. An unsorted share of the library; 5% or so of the library scored in one or more.

Below each compound: APJ antagonist	Jurkat NFkB inh	Mdm2-MdmX inh	697 NFkB inh	APJ ag	UPR XBP1 act	UPR CHOP act	tim23-1 inh
O=C(O)CCC(=O)N1N=C(c2ccc(Br)cc2)CC1c1ccc(Br)cc1 (stereo not drawn)
    0.9	7.7	-15.5	-15.3	2.9	-5.4	-0.6	7.2
O=C(CN1C(=O)NC(c2ccccc2)(c2ccccc2)C1=O)NCc1ccco1
    4.4	-10.1	-17.4	-14.2	-4.1	3.0	0.2	6.8
Cc1cc(OCC(=O)Nc2ncn[nH]2)ccc1Cl
    -4.7	-3.2	17.4	6.8	0.0	-0.3	3.4	-7.5
S=C(NCCc1ccccc1)Nc1cccc2cnccc12
    -21.8	48.1	14.1	33.3	7.7	1.2	0.2	6.1
COc1ccc(N2CCN(C(CNC(=O)C(=O)NCCCO)c3ccco3)CC2)cc1 (stereo not drawn)
    -15.6	8.1	24.2	-8.4	-3.8	1.8	0.9	6.1
Cc1ccc(NC(=O)COC(=O)c2ccco2)cc1
    -32.8	-8.5	5.8	3.7	-3.0	2.3	0.9	24.8
Cc1sc2nc(CSC(C)C(=O)N(C)CC(=O)Nc3ccccc3C(F)(F)F)[nH]c(=O)c2c1C (stereo not drawn)
    18.6	-0.2	51.0*	8.9	-2.4	-4.0	3.2	17.4
NC(=O)C1CCN(C(=O)COc2ccc3ccccc3c2Br)CC1
    -10.0	8.6	8.1	57.4*	-4.4	-3.3	-2.2	-7.5
Cc1ccc(C(=O)Nc2cccc(C(=O)N3CCN(C)CC3)c2)cc1
    2.9	-17.1	11.4	-42.6	-4.0	0.7	1.6	10.8
COC(=O)c1ccc(/C=N/NC(=O)CC(=O)NC2CCCCC2)cc1
    11.9	-14.1	30.0	-10.6	-2.9	-1.7	-1.8	12.2
O=C(NCc1ccc(Cl)cc1)C1CCC(=O)N(C2CCCCCC2)C1 (stereo not drawn)
    -8.7	15.3	5.6	16.5	5.1	-2.7	1.6	15.7
O=C(COc1ccc(S(=O)(=O)N2CCOCC2)cc1)NCc1ccccc1
    13.5	25.1	8.1	2.8	-5.5	-4.0	2.4	0.9
CC(C)(C)NCc1cc(Br)ccc1OC1CCCC1
    12.2	10.4	36.5	-9.4	-4.8	-1.8	0.4	6.1
O=C1CCC(=O)N1CC(=O)N1CCCc2ccccc21
    -0.6	-3.3	-4.5	5.3	-1.1	-2.4	2.0	4.6
O=C(CC12CC3CC(C1)CC(CC(=O)NC1=NCCS1)(C3)C2)NC1=NCCS1
    -4.2	-0.7	16.6	-6.5	-0.1	-2.7	0.6	3.3
Cn1nnnc1SCC(=O)Nc1ccccc1N1CCCCC1
    -3.2	-18.9	-0.8	-19.5	-2.6	0.4	1.9	27.4
Cc1nc(NNC(=O)c2ccccc2)cc(-c2ccccc2)n1
    10.2	-0.3	15.7	17.4	-5.1	0.5	-3.7	10.5
Cc1ccc(-n2c(C)cc(C)c(C#N)c2=O)cc1Cl
    -10.0	-15.8	-12.8	11.5	-2.9	-0.2	0.2	17.6
Cc1cc(-n2c(C)cc(C(=S)N3CCOCC3)c2C)ccc1Br
    12.0	5.7	13.5	9.7	-4.6	0.1	0.2	38.2
Cc1cccc(C(=O)NC(CC(=O)O)c2ccc(OC3CCCC3)cc2)c1[N+](=O)[O-] (stereo not drawn)
    7.6	-13.1	-20.4	-7.2	2.2	-1.2	4.5	17.7
CCCN(CCC)CCCNC(=O)c1cn(C)c2ccc(S(=O)(=O)N(C)C3CCCCC3)cc2c1=O
    2.5	8.0	14.0	-5.5	1.5	-0.4	1.2	6.2
Cc1ccc2nc(SCC(=O)NCc3ccc(F)cc3)[nH]c2c1
    3.5	-9.2	9.6	-10.4	-1.6	-2.2	1.9	8.2
CC1=NN(C(=O)c2ccc(Cl)cc2)C(O)(c2ccccc2)C1 (stereo not drawn)
    15.2	3.6	20.8	11.4	-5.3	3.2	-1.3	21.9
CCOc1ccc(CNC(=O)CCc2cn(C)c3ccccc23)cc1
    5.1	6.2	-3.5	0.9	-2.9	1.1	-1.3	9.4
Cc1c(NC=C(C#N)C#N)c(=O)n(-c2ccccc2)n1C
    -7.7	4.6	-12.2	-2.4	0.6	1.5	1.6	-3.8
CC(C)[C@@H]1NC(=O)c2cc([N+](=O)[O-])cc(I)c2OCC[C@@H](C(N)=O)NC(=O)[C@H](CCC(=O)O)NC1=O
    15.8	12.5	11.0	2.3	-3.1	-2.8	0.1	1.3
COc1cc(/C=C\C(=O)NCc2ccc3c(c2)cc(C)n3C)cc(OC)c1OC
    3.2	4.9	33.2	-5.1	-1.7	1.1	2.1	10.7
CCOc1cc(NC(=S)NC)c(OCC)cc1NC(=O)c1cccs1
    10.8	1.4	-25.5	-3.9	-1.8	-1.9	1.6	11.0
C/C(CC(=O)Nc1ccccc1Br)=N\NC(=O)C(=O)N1CCCC1
    -2.9	-0.9	-3.3	12.5	3.2	-1.7	0.2	20.9
S=c1nc(NCc2ccc3c(c2)OCO3)c2ccccc2[nH]1
    -0.3	-7.0	23.0	-18.4	-1.8	-5.1	1.4	-19.1
CCCc1cc(=O)oc2cc(OC(C)C(=O)NCC3CCC(C(=O)O)CC3)c(Cl)cc12 (stereo not drawn)
    -11.9	1.5	8.7	8.6	0.8	0.7	0.2	8.1
Cc1ccc(NCc2n[nH]c(=S)n2-c2ccccc2)cc1
    -4.8	-5.8	13.7	-5.1	-3.2	-1.1	-2.1	-0.6
Cc1noc(C)c1S(=O)(=O)N(C)CC(=O)NCc1ccccc1
    4.3	5.5	15.6	-0.7	-1.1	-0.5	-3.2	11.6
CC(=O)c1sc2nc(SCC(=O)N3CCCCC3)[nH]c(=O)c2c1C
    2.3	-3.1	9.9	9.8	-5.6	-0.1	-1.4	14.1
CCN(CC)C(=O)CC(c1cc(OC)c(OC)c(OC)c1)c1c(OC)cc(OC)c2c(-c3ccccc3)cc(=O)oc12 (stereo not drawn)
    12.3	6.4	8.6	-0.8	2.0	8.2	2.8	4.2
CC1(C)CC(=O)c2cc(C(=O)N3CCN(CCO)CC3)c(=O)n(-c3ccc(Cl)cc3)c2C1
    13.0	-2.4	17.0	13.5	-5.4	-1.2	-1.0	7.2
CCOc1ccc(NC(=O)c2ccc(Cl)c(NC(=O)c3ccco3)c2)cc1
    5.0	-11.5	8.4	-26.4	-2.7	3.4	0.6	-3.6
COCCNC(=O)c1cc(-c2ccccc2)nn1Cc1cc(C)no1
    16.9	-11.0	-17.0	22.0	-2.9	-2.2	2.2	15.6
CCOC(=O)Nc1cccc(OCC(=O)Nc2ccccc2OC)c1
    -1.1	3.9	-2.5	-4.6	1.2	2.5	0.7	45.5
Nc1nc(-c2sc3nc4c(cc3c2N)CCCC4)nc(N2CCOCC2)n1
    -32.2	-54.4	35.7	-37.6	12.3*	9.2	3.1	23.0
CC1CCCCC1NC(=O)COC(=O)c1ccc2c(c1)NC(=O)CS2 (stereo not drawn)
    -0.8	11.4	-3.0	3.0	-3.4	-1.1	-0.2	1.7
COC(=O)c1cc(CN2CCN(c3ccccc3C)CC2)ccc1O
    24.1	-10.5	-2.7	3.5	-2.5	-2.4	-3.2	26.3
COc1ccccc1CCNS(=O)(=O)CCNC(=O)c1ccc2c(c1)OCO2
    -22.5	-6.0	-24.8	-16.0	8.9	-0.2	0.9	10.7
COc1ccc(-c2cccc(C3CC=CC4C3C(=O)N(Cc3ccccc3)C4c3ccc(C(F)(F)F)cc3)c2)cc1 (stereo not drawn)
    7.3	10.2	9.0	-48.3	3.4	0.2	0.3	-4.8
O=C(N/N=C/c1cn(-c2cccs2)nc1-c1ccccc1)c1ccccc1Cl
    -8.4	-2.8	10.3	-30.2	4.9	3.5	6.5	39.1
NNC(=S)NC1CCCCCCCCCCC1
    15.8	-4.3	19.8	20.2	-6.9	2.2	-1.0	38.2
CCOC(=O)C1(Cc2cccc(OC)c2)CCN(Cc2cccnc2)CC1
    11.5	14.5	-0.7	2.9	-3.8	-1.7	1.1	0.3
CCc1nnc(N/N=C/c2ccc(O)c(OC)c2)n1N
    0.7	-1.6	4.8	21.8	3.0	-2.5	1.0	2.5
Cc1cc(=O)nc2c3ccccc3n(CC(=O)NC(C)c3ccc4c(c3)OCCO4)n12 (stereo not drawn)
    -2.7	-3.0	-2.1	-3.6	12.2	-4.5	-3.7	11.8
CCCCSc1nnc([C@@H]2CCCN2C(=O)OC(C)(C)C)o1
    2.0	-9.1	9.8	-3.5	-4.3	-3.7	-1.4	29.9

A different layout for some results above:
Cc1cc(=O)nc2c3ccccc3n(CC(=O)NC(C)c3ccc4c(c3)OCCO4)n12 (stereo not drawn)
  APJ antagonist: -2.7; Jurkat NFkB inh: -3.0; Mdm2-MdmX inh: -2.1; 697 NFkB inh: -3.6; APJ ag: 12.2; UPR XBP1 act: -4.5; UPR CHOP act: -3.7; tim23-1 inh: 11.8
CCCc1cc(=O)oc2cc(OC(C)C(=O)NCC3CCC(C(=O)O)CC3)c(Cl)cc12 (stereo not drawn)
  APJ antagonist: -11.9; Jurkat NFkB inh: 1.5; Mdm2-MdmX inh: 8.7; 697 NFkB inh: 8.6; APJ ag: 0.8; UPR XBP1 act: 0.7; UPR CHOP act: 0.2; tim23-1 inh: 8.1
CC(=O)c1sc2nc(SCC(=O)N3CCCCC3)[nH]c(=O)c2c1C
  APJ antagonist: 2.3; Jurkat NFkB inh: -3.1; Mdm2-MdmX inh: 9.9; 697 NFkB inh: 9.8; APJ ag: -5.6; UPR XBP1 act: -0.1; UPR CHOP act: -1.4; tim23-1 inh: 14.1
O=C(N/N=C/c1cn(-c2cccs2)nc1-c1ccccc1)c1ccccc1Cl
  APJ antagonist: -8.4; Jurkat NFkB inh: -2.8; Mdm2-MdmX inh: 10.3; 697 NFkB inh: -30.2; APJ ag: 4.9; UPR XBP1 act: 3.5; UPR CHOP act: 6.5; tim23-1 inh: 39.1
